# GLD-1 RNA inh: GLD-1-TGE RNA interaction inhibition (C. elegans). Q17339. purified GLD-1 + fluorescein TGE RNA, fluorescence polarization. inhibition, % at 5.96 µM. 0.44% of 320,000 active;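 active = percent inhibition above a per-plate cutoff, the plate mean of test compounds plus 3 SD, cut at about 30% in these data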;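 note: 0% = DMSO wells with GLD-1 and probe and 100% = wells lacking GLD-1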
# PAD4 FP inh: PAD4 (human) enzyme inhibition. 0.41% of 330,000 active. Q9UM07. recombinant PAD4, RCA probe fluorescence polarization. inhibition, % at 6.36 µM;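 active = percent inhibition above a cutoff equal to the mean of all tested compounds plus 3 SD, cut at about 15% in these data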;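 note: 0% = PAD4 with RCA probe and DMSO and 100% = probe without PAD4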
# PME-1 inh: blocks human protein phosphatase methylesterase 1; Q9Y570; recombinant PME-1, FP-Rh probe fluorescence polarization; inhibition, % at 5.9 µM; 0.53% of 320,000 active;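 active = inhibition above the campaign mean of all compounds plus 3 SD, cut at about 26% in these data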;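 note: competitive labeling of PME-1 active site by serine hydrolase directed probe; 0% = PME-1 with DMSO and 100% = wells lacking PME-1 enzyme; inhibitors block probe labeling so polarization falls and inhibition rises; many of its hits are not listed in these tables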
# Target sequence (Q9Y570 whole entry, looked up): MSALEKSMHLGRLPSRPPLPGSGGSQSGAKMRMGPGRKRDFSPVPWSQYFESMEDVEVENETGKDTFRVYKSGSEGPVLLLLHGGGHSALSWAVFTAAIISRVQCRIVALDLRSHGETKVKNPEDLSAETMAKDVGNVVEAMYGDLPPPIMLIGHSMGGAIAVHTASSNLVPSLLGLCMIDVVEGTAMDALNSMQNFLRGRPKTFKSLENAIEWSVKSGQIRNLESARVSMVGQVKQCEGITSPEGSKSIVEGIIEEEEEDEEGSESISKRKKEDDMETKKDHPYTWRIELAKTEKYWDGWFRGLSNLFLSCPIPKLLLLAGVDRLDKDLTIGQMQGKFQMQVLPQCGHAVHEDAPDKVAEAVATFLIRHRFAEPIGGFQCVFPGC
# Bcl-xL primary: Bcl-xL (human) inhibition; GST-Bcl-xL / FITC-Bim BH3 peptide fluorescence polarization; inhibition, % at 10.9 µM; 0.7% of 320,000 active;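 active = inhibition above the mean of all tested compounds plus 3 SD, cutoff set per campaign, cut at about 30% in these data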;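 note: 0% = DMSO wells and 100% = unlabeled Bim-BH3 peptide competitor; inhibitors lower millipolarization by displacing the labeled peptide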
# MCL1-BIM inh: disrupts human MCL1 binding to BIM-BH3 peptide. GST-MCL1 / FITC-Bim-BH3 fluorescence polarization. inhibition, % at 10.9 µM. 0.68% of 320,000 active. AID 2057;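 active = inhibition above the mean inhibition of all tested compounds plus 3 SD, set per campaign, cut at about 40% in these data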;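 note: 0% = DMSO wells and 100% = unlabeled Bim-BH3 peptide control; higher means more loss of mP so more displacement of Bim peptide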
# Fam108B counter: counter-screen for RBBP9 inhibitors: inhibitors of mouse Fam108B. recombinant Fam108B, FP-Rh probe fluorescence polarization. inhibition, % at 9.51 µM. 0.33% of 300,000 active. AID 1947;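 active = inhibition above the screen mean inhibition plus 3 SD, computed separately per campaign, cut at about 18% in these data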;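 note: inhibitors lower polarization as less probe binds the enzyme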
# TPT1 inhibitor: inhibitors of Candida albicans tRNA 2'-phosphotransferase TPT1 | AID 1962 | recombinant caTPT1, FP RNA substrate dephosphorylation | inhibition, % at 5 µM | 0.81% of 300,000 active;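 active = inhibition above the mean of all tested compounds plus 3 SD, set per screening campaign, cut at about 24% in these data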;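 note: plate controls were DMSO alone for no effect and ferristatin control at 100 nM for full effect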
# MEX-5 binding: C. elegans MEX-5 TCR-2 RNA binding activity | Q9XUB2 | MEX-5/FITC-TCR2 RNA binding, fluorescence polarization; hits give low values | activity score (negative = inhibition of binding), % at 10 µM | 0.38% of 300,000 active;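 active = inhibition past about -25% in most replicates, and total fluorescence under double the plate's negative control median, limit read from the data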;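 note: 0% = DMSO and -100% = 5 µM competing unlabeled TCR2 RNA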
# Target sequence (Q9XUB2 whole entry, looked up): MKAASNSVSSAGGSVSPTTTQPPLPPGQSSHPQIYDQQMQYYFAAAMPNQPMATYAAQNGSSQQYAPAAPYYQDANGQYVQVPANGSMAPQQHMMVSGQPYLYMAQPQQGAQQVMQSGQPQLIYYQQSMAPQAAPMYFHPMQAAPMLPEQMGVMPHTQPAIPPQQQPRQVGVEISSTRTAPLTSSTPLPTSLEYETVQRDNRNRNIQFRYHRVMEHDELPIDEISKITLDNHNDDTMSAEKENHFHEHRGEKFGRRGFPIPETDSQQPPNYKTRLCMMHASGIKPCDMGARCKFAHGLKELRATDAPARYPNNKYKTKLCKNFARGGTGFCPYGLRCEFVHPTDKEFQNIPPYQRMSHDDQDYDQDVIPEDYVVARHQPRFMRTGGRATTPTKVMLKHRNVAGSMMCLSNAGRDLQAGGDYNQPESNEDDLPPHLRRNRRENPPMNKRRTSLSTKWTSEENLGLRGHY
# GSTO1 counter: counter-screen for RBBP9 inhibitors: inhibitors of human GSTO1 | P78417 | recombinant GSTO1, activity-based probe fluorescence polarization | inhibition, % at 5.96 µM | 1.1% of 300,000 active;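 active = inhibition above the campaign mean inhibition plus 3 SD, cut at about 35% in these data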;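 note: 0% = GSTO1-1 with DMSO and 100% = wells lacking GSTO1-1 enzyme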
# * = called active by the depositor; . = no result given; & = joins results of further samples.
Structure	GLD-1 RNA inh	PAD4 FP inh	PME-1 inh	Bcl-xL primary	MCL1-BIM inh	Fam108B counter	TPT1 inhibitor	MEX-5 binding	GSTO1 counter
CCCCC(CC(C)O)c1n[nH]c(=S)n1-c1ccccc1 (stereo not drawn)	5	-1	-2	-2	-13	1	3	-0.5	4
CCOC(=O)c1c(C)[nH]c(C(=O)OCC(=O)Nc2ccccc2)c1C	1	0	-9	3	-2	.	.	.	.
COc1ccc(CCNC(=O)C2CC(c3ccc([N+](=O)[O-])cc3)=NO2)cc1 (stereo not drawn)	2	6	4	2	2	4	2	1.6	5
CCOC(=O)CSc1nnc(CNc2nc(-c3ccccc3)cs2)n1C	3	2	2	4	3	2	1	3.2	10
Cc1ccc2nc(-c3ccc(NC(=O)CSc4nccc(=O)[nH]4)cc3)sc2c1	5	-2	-19	5	-10	-14	2	-0.4	-13
C=CCc1c(C)nc(SC)nc1Nc1ccc(C(C)=O)cc1	10	-1	-2	-5	-14	0	-3	-1.9	5
NC(=O)COC(=O)[C@@H]1CC(O)CN1S(=O)(=O)c1ccc2c(c1)OCCO2 (stereo partly drawn)	1	1	1	-3	-5	-3	2	-1.9	2
CC1(C)CC(=O)C(N=Nc2ccc(Br)cc2)=C(O)C1	-6	-4	-1	1	1	4	-3	-1.1	1
COc1ccc(COC(=O)c2ccc(Br)c(S(=O)(=O)N3CCOCC3)c2)cc1F	-4	-2	0	5	5	-3	2	-0.3	-4
NC(=O)c1oc2ccccc2c1NC(=O)C1COc2ccccc2O1 (stereo not drawn)	0	0	-4	6	5	3	4	-0.1	-2
CC1CCCC(NC(=O)CCC(=O)c2ccc(F)cc2)C1C (stereo not drawn)	-3	-5	-6	-3	-3	-2	7	1.0	-4
CCCCCCC(=O)c1c(C)[nH]c(C(=O)OCC)c1C	5	1	-1	-1	1	2	2	-0.7	-13
O=[N+]([O-])c1nn(-c2ccc3c(c2)OCCO3)n(O)c1=NCc1ccc(F)cc1Cl	32*	-4	4	79*	67*	2	-26	-3.4	1
CC(=O)NC(CC(=O)NC12CC3CC(CC(C3)C1)C2)c1ccccc1 (stereo not drawn)	-1	-1	5	-1	-9	-10	-2	-0.4	3
CN(C)/C=N/c1sc2c(c1C#N)CCCC2	-6	-11	-10	-4	-3	-9	0	2.0	-9
CCOc1ccc(C2C(C(=O)c3ccco3)=C(O)C(=O)N2Cc2cccnc2)cc1 (stereo not drawn)	6	-4	-7	5	7	1	-6	-0.1	1
O=C(CCSc1ccc(Cl)cc1)c1cccs1	5	-4	4	2	4	5	-6	0.8	5
O=S(=O)(CCc1nc2ccccc2[nH]1)c1ccc(Cl)cc1	-1	3	-1	-1	2	-4	2	0.4	-1
O=C(Cc1ccc(Cl)cc1)Nc1ccc(Br)cc1	-1	-5	0	0	-2	-3	-2	-1.2	23
Cc1csc(=O)n1CC(=O)OCC(=O)Nc1cc(S(=O)(=O)N2CCOCC2)ccc1Cl	-4	-3	-1	-1	-3	1	-3	0.1	15
Cn1c(=O)c2c(nc(SCC(=O)Nc3ccccc3)n2C)n(C)c1=O	4	2	3	2	3	4	-3	-0.5	6
CSc1ccc(C2NN=C(c3ccccc3)S2)cc1 (stereo not drawn)	5	-1	-3	6	26	1	-2	-1.8	-1
CCc1ccc(-c2nc(CS(=O)CC(=O)NCc3cccnc3)c(C)o2)cc1 (stereo not drawn)	1	1	-4	3	2	1	1	-2.4	4
O=C(Nc1ccc(S(=O)(=O)N2CCCCC2)cc1)C1CC(=O)N(Cc2ccccc2)C1 (stereo not drawn)	6	5	-4	0	-9	-5	-2	-2.1	5
CCOc1cc(C2c3c(n[nH]c3C)C(=O)N2c2ccc(C)cc2)ccc1O (stereo not drawn)	3	12	9	6	10	5	-4	-2.2	-12
COC(=O)CN(c1cc(OC)ccc1OC)S(=O)(=O)c1ccc(OC)c(OC)c1	4	2	-1	5	2	-3	-2	-0.4	-8
Cn1c(N=Nc2ccccc2)nc2ccccc21	4	-5	3	13	-1	-2	-1	-9.8	9
O=C(CCNC(=O)c1ccccc1Cl)NNC(=O)c1ccccc1O	0	-1	3	7	21	0	-5	-1.0	20
FC(F)(F)c1n[nH]c(=S)n1/N=C/c1ccco1	-1	-1	-5	-26	-30	-3	3	0.9	-5
COC(=O)c1ccc(Oc2c(F)c(F)nc(N3CCOCC3)c2F)cc1	-1	-3	-2	1	-1	-2	5	-0.3	6

# Some of the entries so far, field by field.
CCOc1ccc(C2C(C(=O)c3ccco3)=C(O)C(=O)N2Cc2cccnc2)cc1 (stereo not drawn)
  GLD-1 RNA inh = 6	PAD4 FP inh = -4	PME-1 inh = -7	Bcl-xL primary = 5	MCL1-BIM inh = 7	Fam108B counter = 1	TPT1 inhibitor = -6	MEX-5 binding = -0.1	GSTO1 counter = 1
CN(C)/C=N/c1sc2c(c1C#N)CCCC2
  GLD-1 RNA inh = -6	PAD4 FP inh = -11	PME-1 inh = -10	Bcl-xL primary = -4	MCL1-BIM inh = -3	Fam108B counter = -9	TPT1 inhibitor = 0	MEX-5 binding = 2.0	GSTO1 counter = -9
O=[N+]([O-])c1nn(-c2ccc3c(c2)OCCO3)n(O)c1=NCc1ccc(F)cc1Cl
  GLD-1 RNA inh = 32*	PAD4 FP inh = -4	PME-1 inh = 4	Bcl-xL primary = 79*	MCL1-BIM inh = 67*	Fam108B counter = 2	TPT1 inhibitor = -26	MEX-5 binding = -3.4	GSTO1 counter = 1
C=CCc1c(C)nc(SC)nc1Nc1ccc(C(C)=O)cc1
  GLD-1 RNA inh = 10	PAD4 FP inh = -1	PME-1 inh = -2	Bcl-xL primary = -5	MCL1-BIM inh = -14	Fam108B counter = 0	TPT1 inhibitor = -3	MEX-5 binding = -1.9	GSTO1 counter = 5

# (listing goes on)
Structure	GLD-1 RNA inh	PAD4 FP inh	PME-1 inh	Bcl-xL primary	MCL1-BIM inh	Fam108B counter	TPT1 inhibitor	MEX-5 binding	GSTO1 counter
Cc1cccc(N=C2NC(=O)/C(=C/C=C/c3ccco3)S2)c1C	0	-8	2	9	21	11	19	-0.7	16
O=C(COC(=O)c1cccc(-n2cnnn2)c1)c1ccc(F)cc1	6	0	1	4	2	2	-2	-3.9	1
COCCCNC(=O)C1CCN(C(=O)c2cc3sccc3n2Cc2ccc(F)cc2)CC1	-1	0	5	0	4	0	-1	2.1	4
CCc1cccc(NC(=O)c2sc3nc4n(c(=O)c3c2C)CCC4)c1	3	1	0	5	3	4	-4	-1.1	11
CCCCN1C(=O)C(=O)N(CC(=O)c2ccc[nH]2)C1=O	8	-3	-2	-15	-13	-5	6	-2.3	6
Cc1ccc2[nH]c(=O)c(C(c3nnnn3CC3CCCO3)N3CCOCC3)cc2c1 (stereo not drawn)	2	-5	5	0	-1	-1	-3	-1.4	4
c1cnc(N2CC[N+]3(CCCC3)CC2)nc1	7	-3	-1	0	3	2	-8	2.3	-3
CCOc1ccc2oc(C(=O)N(C)CCc3ccc(OC)c(OC)c3)c(C)c2c1	-1	14	-8	6	1	.	.	.	.
Cc1c(C(=O)N2CCN(c3ccccn3)CC2)oc2c(F)cccc12	5	-8	2	1	8	3	-1	0.4	-2
COc1ccc(-c2nnc3ccc(SC(C(C)=O)C(C)=O)nn23)cc1OC	3	4	-3	4	2	0	3	1.3	-1
C/C(=N\NC(=O)c1ccc([N+](=O)[O-])c(C)c1)c1ccccc1Cl	9	-1	4	2	11	2	-2	-0.8	9
CC(C)NC(=O)c1ccc(COCC(F)(F)C(F)F)cc1	1	1	-4	1	3	3	-4	-1.9	10
CCN(CC)CCNC(=O)C1CCCCN1S(=O)(=O)c1cccc([N+](=O)[O-])c1 (stereo not drawn)	6	5	-3	5	5	3	0	-4.2	3
CN(C)/C=N/S(=O)(=O)c1ccc(Cl)c(Cl)c1	-3	-4	6	-3	-5	0	0	-2.0	7
Cc1ccc(C(=O)O)cc1NCc1ccncc1	7	-1	0	3	0	1	2	-1.5	1
O=C(O)c1ccc(S(=O)(=O)NC2CCCc3ccccc32)cc1 (stereo not drawn)	7	-6	0	4	7	0	-4	1.0	4
N#Cc1ccc(N=c2ssnc2Cl)cc1	1&6	0&-2	0&-2	4&7	22&20	-3	-3	-1.2	3
COc1ccccc1CNC(=O)Cn1nnnc1CN(C)C(C)C	7	-1	2	1	-1	0	-3	-0.6	-6
O=C(NCCOc1ccccc1Cl)c1ncn[nH]1	-1	-2	0	3	9	-1	-1	0.4	-1
CCNC(=S)Nc1ccc(NC(=O)c2ccccc2O)cc1	0	1	-4	2	6	-1	-1	0.5	11
COC(=O)Cc1c(C)c2ccc(OCc3nn[nH]n3)c(C)c2oc1=O	0	-2	-4	11	7	1	-3	1.4	0
COc1ccccc1/C=C/CN1CCC(Oc2cc(C(=O)NC3CC3)ccc2OC)CC1	-4	-1	-2	7	3	0	-6	2.0	11
O=C(Nc1ncccn1)c1ccc([N+](=O)[O-])cc1	2	-5	-4	8	-1	3	1	1.0	7
COc1ccc(NC(=O)CCOc2ccccc2)c(OC)c1	-2	2	2	-1	1	-3	-4	-1.4	0
Cc1cccc2c1NC(=O)C2=Nc1ccc(Cl)cc1	1	3	-5	-2	-12	1	1	2.4	10
FC(F)(F)c1cc(-c2ccccc2)nc(N2CCOCC2)n1	2	6	6	2	-1	1	-2	0.2	2
CCc1ccc(-c2cc(C(=O)NN3CCN(C)CC3)c3ccccc3n2)cc1	1	-1	-7	0	4	-7	6	0.4	4
O=C(O)CCC(=O)N1N=C(c2c(-c3ccccc3)c3cc(Cl)ccc3[nH]c2=O)CC1c1ccco1 (stereo not drawn)	-6	0	0	5	8	3	1	4.7	-5
CCc1ccc(S(=O)(=O)c2nnn3c2nc(NCCNC(C)=O)c2ccccc23)cc1	4	2	14	11	12	3	-1	2.0	-20
O=C(NCc1n[nH]c(=S)n1-c1ccc(Br)cc1)c1ccc(S(=O)(=O)N2CCOCC2)cc1	1	1	-1	-15	-13	4	1	3.0	1
CCn1c(C)c(C(C)=O)c(NCc2ccccc2)nc1=S	-4	0	2	9	14	0	2	-1.9	-2
CCOC(=O)NC(Nc1cc(C)on1)(C(F)(F)F)C(F)(F)F	0	2	-5	3	7	3	-5	1.7	7

# Source: PubChem BioAssay

# Not all compounds are listed, so the mix of outcomes need not match the whole.
